# FAK blocker: inhibitors of human focal adhesion kinase | biochemical FAK kinase activity assay | inhibition, %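 (tested at 7 µM)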 | 0.84% of 97,000 active | AID 727; in the data active = inhibition above about 19%;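 note: 0% = DMSO and 100% = reference compound high control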
# PostGolgi yeast: growth inhibition of a yeast mutant, post-Golgi transport screen | post-Golgi transport phenotypic cell assay | inhibition, % at 10 µM | 0.9% of 98,000 active | AID 739;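 note: yeast cells grown in 1536-well plates; yeast grown about 18 h at 30C before absorbance read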
# PostGolgi ctrl: inhibits growth of the yeast control strain | AID 738 | efflux-deficient yeast background strain, growth absorbance A615, 16 h | inhibition, % at 10 µM | 5% of 98,000 active
# PTPN22 inh 2: LYP (human) phosphatase inhibition. inhibition, % at 2 µM. 0.21% of 96,000 active. recombinant LYP catalytic domain, DiFMUP fluorescence;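 active = inhibition at 2 µM at or above a set limit, the screen mean plus 3 SD, cut at about 24% in these data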;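 note: 0% = DMSO with enzyme and 100% = enzyme fully blocked by orthovanadate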
# S1P2 blocker: antagonists of human S1P2 receptor. O95136. cell-based S1P2 antagonist assay, inhibition at 5 uM. inhibition, % at 5 µM. 0.21% of 97,000 active. AID 736; in the data active = inhibition above about 45%;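 note: CRE beta-lactamase reporter cells expressing human S1P2 stimulated with S1P; 0% = agonist at EC80 alone and 100% = agonist plus reference antagonist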
# EphB4 ephrin blk: EphB4-ephrin-B2 interaction antagonism | inhibition, % at 7 µM | 0.15% of 97,000 active | EphB4 LBD / TNYL-RAW-Alexa532 peptide, fluorescence polarization | AID 720;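 active = inhibition above the screen-wide mean inhibition plus 3 SD, cut at about 15% in these data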;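 note: 0% = DMSO wells and 100% = excess unlabeled TNYL-RAW peptide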
# Target sequence (P54760 whole entry, looked up, the tested form may be a part): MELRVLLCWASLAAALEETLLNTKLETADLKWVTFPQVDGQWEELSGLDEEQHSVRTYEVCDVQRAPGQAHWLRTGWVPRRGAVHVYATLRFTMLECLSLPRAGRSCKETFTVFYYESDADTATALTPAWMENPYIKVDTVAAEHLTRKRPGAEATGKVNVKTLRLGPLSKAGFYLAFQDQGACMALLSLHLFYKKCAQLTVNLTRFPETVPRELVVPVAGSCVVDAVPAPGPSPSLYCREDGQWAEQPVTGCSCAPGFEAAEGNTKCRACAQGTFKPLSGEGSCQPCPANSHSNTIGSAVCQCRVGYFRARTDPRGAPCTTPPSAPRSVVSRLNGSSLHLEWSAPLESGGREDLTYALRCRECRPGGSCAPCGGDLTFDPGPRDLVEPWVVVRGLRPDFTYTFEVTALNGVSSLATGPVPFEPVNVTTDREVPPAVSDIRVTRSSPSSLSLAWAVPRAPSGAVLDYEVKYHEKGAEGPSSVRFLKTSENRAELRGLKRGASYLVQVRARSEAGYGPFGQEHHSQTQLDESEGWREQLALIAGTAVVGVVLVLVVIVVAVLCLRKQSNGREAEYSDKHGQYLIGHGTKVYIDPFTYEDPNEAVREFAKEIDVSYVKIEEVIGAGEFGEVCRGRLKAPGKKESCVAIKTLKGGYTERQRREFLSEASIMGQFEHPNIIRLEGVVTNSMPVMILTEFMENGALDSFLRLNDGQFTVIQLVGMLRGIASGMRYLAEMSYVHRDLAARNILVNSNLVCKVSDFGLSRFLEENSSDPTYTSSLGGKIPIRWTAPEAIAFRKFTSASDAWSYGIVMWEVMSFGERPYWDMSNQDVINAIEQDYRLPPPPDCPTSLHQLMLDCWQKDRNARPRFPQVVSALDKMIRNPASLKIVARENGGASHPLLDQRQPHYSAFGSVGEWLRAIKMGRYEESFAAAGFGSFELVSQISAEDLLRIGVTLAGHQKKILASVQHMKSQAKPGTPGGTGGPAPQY
# S1P2 agonist: agonists of human S1P2 receptor. AID 729. 0.46% of 97,000 active. activation, % at 4.5 µM. O95136. S1P2-expressing cell line, agonist reporter read-out; in the data active = activation above about 16%;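 note: 0% = vehicle low control and 100% = maximal reference agonist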
# HIV Rev-RRE inh: HIV Rev-RRE protein-RNA interaction inhibition; P05866; inhibition, % at 8 µM; 0.79% of 97,000 active; Rev peptide-RRE RNA binding, FRET;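 active = inhibition above the screen-wide mean plus 3 SD, cut at about 35% in these data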;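 note: 0% = median DMSO wells and 100% = median Neomycin B control wells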
#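 Test system: labelled RRE RNA duplex and labelled Rev peptide. Times: 5 min compound–RNA preincubation, then 15 min with peptide, 25 °C. Doses: single-dose 8 µM. Measured by: FRET, excitation 480 nm, emission 540 nm donor and 671 nm acceptor. Measure: % inhibition of FRET ratio versus controls.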
# LYP act: activators of human LYP (PTPN22) phosphatase; AID 697; recombinant LYP, DiFMUP fluorescence; 0 = plate median, 100 = signal doubled; activation, % at 2 µM; 0.11% of 96,000 active;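 active = activation at 2 µM above a set limit, the mean plus 5 SD, cut at about 37% in these data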
# * = called active by the depositor; nt = no result given. Cut-off read from the data, not from the text of the source, unless noted: active = inhibition above about 30%; inactive = the rest.
Structure	FAK blocker	PostGolgi yeast	PostGolgi ctrl	PTPN22 inh 2	S1P2 blocker	EphB4 ephrin blk	S1P2 agonist	HIV Rev-RRE inh	LYP act
O=S(=O)(Nc1ccc2c(c1)nc1n2CCN(Cc2ccccc2)C1)c1ccc(Cl)cc1	6	9	-7	-8	6	-1	-6	8	5
CC(C)n1nnnc1-c1cc(Cl)cc(Cl)c1	8	1	4	7	17	9	-10	12	-4
Cc1cc2c(cc1C)CSC(c1ccccc1O)SC2	2	1	31*	-7	-1	-1	0	14	4
COC(=O)c1nnc(-c2ccccc2)c(-c2ccccc2)n1	6	22	-7	-5	8	0	-4	9	3
COc1ccc2c(c1)CCc1c(C(=O)Nc3c(C)nn(Cc4ccccc4)c3C)noc1-2	1	2	10	8	-16	-3	-5	12	-4
Cc1nnc(SCCn2c(N3CC(C)CC(C)C3)nc3c2c(=O)n(C)c(=O)n3C)s1 (stereo not drawn)	-3	-3	8	4	-7	0	0	-1	-5
CCCCOC(=O)n1c(=O)oc2cc(S(=O)(=O)N3CCCCC3)ccc21	2	-13	7	-11	-13	3	-2	2	7
COc1ccc(N(C(=O)c2ccc(Cl)cc2)C2=CC3CCC(C2)N3C)cc1 (stereo not drawn)	-1	-6	4	-10	-7	2	-4	4	10
COc1ccc(C(C(=O)NC2CCCCC2)N2CCC3(CC2)OCCO3)cc1 (stereo not drawn)	0	-1	4	-3	22	7	-5	11	7
Cc1nnc2c(Oc3ccccc3)nc3ccccc3n12	0	-10	5	13	17	3	-4	3	-12

# Two of the compounds above, with values under each structure.
# Values run as follows: FAK blocker, PostGolgi yeast, PostGolgi ctrl, PTPN22 inh 2, S1P2 blocker, EphB4 ephrin blk, S1P2 agonist, HIV Rev-RRE inh, LYP act
> COC(=O)c1nnc(-c2ccccc2)c(-c2ccccc2)n1
 : 6, 22, -7, -5, 8, 0, -4, 9, 3
> COc1ccc2c(c1)CCc1c(C(=O)Nc3c(C)nn(Cc4ccccc4)c3C)noc1-2
 : 1, 2, 10, 8, -16, -3, -5, 12, -4

# The listing continues.
Structure	FAK blocker	PostGolgi yeast	PostGolgi ctrl	PTPN22 inh 2	S1P2 blocker	EphB4 ephrin blk	S1P2 agonist	HIV Rev-RRE inh	LYP act
CC(C)(C)C(=O)N1CCc2cc(-c3csc(N)n3)ccc21	4	16	10	14	7	5	-2	7	-13
O=[N+]([O-])/C=C/c1cn(Cc2ccccc2)c2ccccc12	13	-1	43*	10	5	8	-3	20	-5
CCOC(=O)N1CCC(NC(=O)CSCc2nc(-c3cccc(OC)c3)oc2C)CC1	-3	-10	2	6	1	5	-8	-1	-2
O=C(Nc1cc(C(F)(F)F)ccc1Cl)c1cc(C2CC2)on1	-2	-4	4	-8	-5	1	6	4	7
Cc1cc(Nc2ccccc2)n(C(=O)c2ccc(N)cc2)n1	1	nt	nt	10	5	8	-2	13	-11
O=C(CSCCO)Nc1cccc(C(F)(F)F)c1	-2	11	5	2	4	0	-4	6	-2
CCCNC(=O)c1cc(OC)c(OC)cc1[N+](=O)[O-]	0	1	1	5	7	6	-5	6	0
CCC(=O)N1CCN(c2c(Cl)cccc2[N+](=O)[O-])CC1	1	4	12	18	-19	-1	-3	1	-14
COc1ccc2[nH]c(=O)c(CN(Cc3nnnn3Cc3ccc(F)cc3)CC3CCCO3)cc2c1 (stereo not drawn)	1	28	7	8	13	-1	-2	1	-8
CC1Cc2ccccc2N1C(=O)Cn1cc([N+](=O)[O-])cn1 (stereo not drawn)	3	-6	0	-6	10	-3	-3	4	11

# 3 entries from above, reformatted:
# The line under a structure holds: FAK blocker	PostGolgi yeast	PostGolgi ctrl	PTPN22 inh 2	S1P2 blocker	EphB4 ephrin blk	S1P2 agonist	HIV Rev-RRE inh	LYP act
- O=C(CSCCO)Nc1cccc(C(F)(F)F)c1
 : -2	11	5	2	4	0	-4	6	-2
- CCCNC(=O)c1cc(OC)c(OC)cc1[N+](=O)[O-]
 : 0	1	1	5	7	6	-5	6	0
- CCC(=O)N1CCN(c2c(Cl)cccc2[N+](=O)[O-])CC1
 : 1	4	12	18	-19	-1	-3	1	-14

# (cont.)
Structure	FAK blocker	PostGolgi yeast	PostGolgi ctrl	PTPN22 inh 2	S1P2 blocker	EphB4 ephrin blk	S1P2 agonist	HIV Rev-RRE inh	LYP act
COC(=O)c1cc(O)c(OCc2ccccc2)c(O)c1	1	-4	3	-2	-19	-6	-5	1	1
O=C(Oc1ccc(-c2cnc3ccccc3n2)cc1)c1cccc([N+](=O)[O-])c1	0	19	3	8	3	-15	-5	6	-5
O=C(NCc1ccc2c(c1)OCO2)C1CCCN1C(=O)Nc1cccc(Cl)c1 (stereo not drawn)	1	16	-2	-19	4	-5	-8	2	16
Cc1nnc(SCC(=O)NC(=O)NC(C)(C)C)n1N	-3	-4	15	3	5	-5	0	4	-4
N#CCC(=O)N1CCCCCC1	-4	2	4	-5	-13	-3	-4	3	4
O=C(Nc1ccn(Cc2ccc(F)cc2)n1)c1ccncc1	-1	-3	4	-5	5	-3	-9	2	5
O=S(=O)(c1ccccc1C(F)(F)F)N1CCC(n2cnc3ccccc32)CC1	-1	24	8	-10	-8	-1	-6	1	6
CC(C)C(c1nnnn1Cc1ccccc1)N1CCN(Cc2ccc3c(c2)OCO3)CC1 (stereo not drawn)	1	-8	6	7	1	5	-7	6	-9
CCOC(=O)C1=C(C)Nc2ncnn2C1/C=C/c1ccccc1 (stereo not drawn)	1	5	11	0	-30	-6	-6	2	-3
O=C1OC2(CCCCC2)OC(=O)C1=CNc1ccc2c(c1)OCO2	-3	5	1	-1	-6	-3	3	0	4

# Complete entries, looked up by structure:
# Profile of CC(C)C(c1nnnn1Cc1ccccc1)N1CCN(Cc2ccc3c(c2)OCO3)CC1 (stereo not drawn) = FAK blocker = 1; PostGolgi yeast = -8; PostGolgi ctrl = 6; PTPN22 inh 2 = 7; S1P2 blocker = 1; EphB4 ephrin blk = 5; S1P2 agonist = -7; HIV Rev-RRE inh = 6; LYP act = -9
# Profile of COC(=O)c1cc(O)c(OCc2ccccc2)c(O)c1 = FAK blocker = 1; PostGolgi yeast = -4; PostGolgi ctrl = 3; PTPN22 inh 2 = -2; S1P2 blocker = -19; EphB4 ephrin blk = -6; S1P2 agonist = -5; HIV Rev-RRE inh = 1; LYP act = 1

# Continued.
Structure	FAK blocker	PostGolgi yeast	PostGolgi ctrl	PTPN22 inh 2	S1P2 blocker	EphB4 ephrin blk	S1P2 agonist	HIV Rev-RRE inh	LYP act
CCOC(=O)Nc1ccc2c(c1)nc(CN1CCN(C(C)=O)CC1)n2C	0	-4	-2	5	-12	-6	-5	-6	-3
Cc1cc(N)n2ncc(-c3cccc(Br)c3)c2n1	6	0	33*	4	-5	3	-2	6	-7
O=C(O)C1=C(C(=O)Nc2ccc(F)c(Cl)c2)CCCC1	9	-5	-10	-21	-6	-6	-10	2	19
CSCC[C@H](NC(=O)c1ccc(Cl)c(S(=O)(=O)N2CCCC2)c1)c1nc2ccccc2[nH]1	4	-3	-1	8	8	6	-6	6	-5
CCOC(=O)N1CCN(c2c(NCCc3ccccc3)c(=O)c2=O)CC1	-5	-2	-5	-5	-2	-8	1	6	3
Cc1ccc(C(CC(=O)O)Nc2nc(N3CCCCC3)nc(N3CCCCC3)n2)cc1 (stereo not drawn)	-7	0	10	7	-30	2	1	-5	-10
O=C(NCC(=O)N(Cc1cccs1)C(C(=O)NC1CCCC1)c1ccncc1)c1ccco1 (stereo not drawn)	-1	-11	5	-2	-122	-1	-2	2	7
CCCCOC(=O)C(C)c1c(C)[nH]c(=S)[nH]c1=O (stereo not drawn)	4	-1	-2	4	5	4	-7	0	-7
O=C(NCc1ccccc1)c1cccc(NC(=O)c2ccco2)c1	-1	6	3	8	-6	-6	-4	2	-7
Cc1ccc(Sc2nc3c(c(=O)[nH]c(=O)n3C)n2CCc2ccccc2)cc1	-3	-15	35*	-4	10	4	-6	8	3
Cc1ccc(NS(=O)(=O)c2cc(C(=O)N3CCN(C)CC3)ccc2C)cc1	1	-6	-4	-10	-13	8	-2	-1	9
CC1(CCC#N)N=C(SCCC#N)N(c2ccccc2)C1=O (stereo not drawn)	-7	4	-1	-4	-21	2	-8	0	4
COc1ccc(CN2CCCCC2C(=O)Nc2ccc(OC)c(OCC(C)C)c2)cc1OC (stereo not drawn)	2	nt	nt	12	-22	4	1	5	-15
CCOCCCNC(=O)C(C)NS(=O)(=O)c1ccc(C)cc1 (stereo not drawn)	1	-2	2	-4	21	2	-3	5	6
CCOc1ccccc1C(=O)N1CCC(n2nnc3cc(C)ccc32)CC1	-1	1	10	-3	-1	4	-9	3	1
COc1ccc(N2CCN(c3oc(-c4ccccc4OC)nc3C#N)CC2)cc1	3	7	12	0	-1	6	-1	-7	-3
COc1cc(S(=O)(=O)N2CCN(C(=O)c3ccccc3F)CC2)c(OC)cc1NC(C)=O	3	-3	4	6	10	8	-4	7	-3
CC(C)C(NC(=O)c1ccccc1NC(=O)c1ccco1)C(=O)O (stereo not drawn)	4	-1	5	-15	-10	-3	-1	3	11
Nc1nnc(SCC(=O)NCCOc2ccccc2)s1	-1	nt	nt	-3	-6	3	-5	7	4

# Ordered by value in PostGolgi ctrl (low to high): some entries from above.
compound | PostGolgi ctrl
Cc1ccc(NS(=O)(=O)c2cc(C(=O)N3CCN(C)CC3)ccc2C)cc1 | -4
CCOCCCNC(=O)C(C)NS(=O)(=O)c1ccc(C)cc1 (stereo not drawn) | 2
CC(C)C(NC(=O)c1ccccc1NC(=O)c1ccco1)C(=O)O (stereo not drawn) | 5
